Bioassay records (PubChem)
TEAD-YAP block: TEAD-YAP interaction inhibition. AID 1259422. HEK-TIYL cells, TEAD-Gal4/YAP UAS-luciferase luminescence. inhibition, % at 9.12 µM. 1.4% of 640,000 active; in the data active means inhibition above about 32%;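 further: 0% = median of test compound wells and 100% = reference inhibitor wells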
GPR151 activ: activates the human receptor GPR151. PathHunter beta-arrestin GPR151 cells, luminescence. activation, % at 11.2 µM. 1% of 650,000 active; in the data active means activation above about 4.9%;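 further: 0% = median of compound wells and 100% = cells with positive control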
Target sequence (Q8TDV0 whole entry, looked up): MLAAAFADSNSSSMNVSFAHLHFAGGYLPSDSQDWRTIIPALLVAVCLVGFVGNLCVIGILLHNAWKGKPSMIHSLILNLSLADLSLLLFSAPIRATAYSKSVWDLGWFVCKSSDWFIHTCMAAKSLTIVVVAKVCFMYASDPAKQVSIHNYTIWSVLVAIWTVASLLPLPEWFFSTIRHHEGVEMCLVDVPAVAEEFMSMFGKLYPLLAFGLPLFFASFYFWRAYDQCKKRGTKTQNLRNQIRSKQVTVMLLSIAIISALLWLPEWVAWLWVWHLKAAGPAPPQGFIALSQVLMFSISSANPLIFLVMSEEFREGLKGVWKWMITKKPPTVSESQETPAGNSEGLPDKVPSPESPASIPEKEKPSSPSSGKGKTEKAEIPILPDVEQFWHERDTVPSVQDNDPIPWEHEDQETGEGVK
FBW7 act: human FBW7 E3 ligase activation, primary screen; normalized activity (activation), % at 26.1 µM; AlphaScreen FBW7–phospho-cyclin E peptide binding, activator screen; AID 1259310; Q969H0; 0.13% of 650,000 active; in the data active means normalized activity above about 1.9%;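 further: purified mutant Fbw7 with reduced substrate affinity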
MITF inh: blocks human microphthalmia-associated transcription factor; AlphaScreen MITF homodimerization, bead proximity signal; 0.91% of 650,000 active; O75030; inhibition, % at 2.6 µM; in the data active means inhibition above about 50%;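 further: 0% = vehicle wells with protein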
Target sequence (O75030 whole entry, looked up): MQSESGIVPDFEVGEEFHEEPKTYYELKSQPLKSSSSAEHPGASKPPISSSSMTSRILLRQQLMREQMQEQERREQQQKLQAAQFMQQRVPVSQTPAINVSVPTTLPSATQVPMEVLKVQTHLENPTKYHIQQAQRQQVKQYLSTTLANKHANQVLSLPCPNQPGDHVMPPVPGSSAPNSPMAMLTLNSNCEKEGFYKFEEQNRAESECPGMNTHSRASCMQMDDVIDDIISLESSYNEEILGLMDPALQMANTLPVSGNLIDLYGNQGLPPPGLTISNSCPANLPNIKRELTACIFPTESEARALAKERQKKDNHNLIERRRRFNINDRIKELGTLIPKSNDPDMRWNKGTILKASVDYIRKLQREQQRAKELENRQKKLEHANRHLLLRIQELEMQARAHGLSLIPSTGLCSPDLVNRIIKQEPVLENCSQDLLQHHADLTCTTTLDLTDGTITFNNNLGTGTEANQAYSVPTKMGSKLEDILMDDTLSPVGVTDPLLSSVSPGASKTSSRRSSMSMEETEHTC
* marks the source's active call; other numbers are inactive results.

How did COC(=O)c1ccccc1NC(=O)CN1C(=O)c2ccc([N+](=O)[O-])cc2C1=O do in these assays?
TEAD-YAP block: 2; GPR151 activ: -0.9; FBW7 act: 0.4; MITF inh: 8

What do the screens show for `CCC(=O)Nc1cccc(NC(=O)CSc2nnc(-c3ccncc3)n2CC)c1`?
TEAD-YAP block: 3; GPR151 activ: -0.6; FBW7 act: -0.1; MITF inh: -2

Results for Cc1cccc(OC(=O)c2ccc(N3C(=O)c4cccnc4C3=O)cc2)c1 ?
TEAD-YAP block: -1; GPR151 activ: 0.9; FBW7 act: -0.1; MITF inh: 4

How did Cc1c(C(=O)Nc2ccc(F)c(Cl)c2)sc2ncn(CC(=O)N3CCC(C)CC3)c(=O)c12 do in these assays?
TEAD-YAP block: 2; GPR151 activ: 0.6; FBW7 act: 0.0; MITF inh: 3

How did Cc1ccc(C2=NS(=O)(=O)N(C)C(C(=O)NC(C)(C)C)=C2)cc1 do in these assays?
TEAD-YAP block: -7; GPR151 activ: 1.8; FBW7 act: 0.0; MITF inh: 0

What do the screens show for `c1csc(-c2csc(N3CCCCC3)n2)c1`?
TEAD-YAP block: -16; GPR151 activ: -0.7; FBW7 act: -0.1; MITF inh: 22

What do the screens show for `CCc1ccccc1N1C(=O)NC(=O)/C(=C/c2ccc(OC)cc2OC)C1=O`?
TEAD-YAP block: 3; GPR151 activ: -1.0; FBW7 act: -0.7; MITF inh: 14

What do the screens show for `COc1cc(NC(=O)c2nc3nc(C)cc(C(F)F)n3n2)cc([N+](=O)[O-])c1`?
TEAD-YAP block: -12; GPR151 activ: 1.4; FBW7 act: 0.2; MITF inh: -3

How did COC(=O)c1ccccc1NC(=O)c1ccccc1 do in these assays?
TEAD-YAP block: 16; GPR151 activ: 0.0; FBW7 act: 0.2; MITF inh: 10

How did O=C(COC(=O)/C=C/c1ccco1)NC(=O)Nc1ccc2c(c1)OCCO2 do in these assays?
TEAD-YAP block: -25; GPR151 activ: 1.2; FBW7 act: 0.1; MITF inh: 12

Results for Cc1cccc(N2CCN(C(=O)c3ccc4c(c3)NC(=O)C(CSCc3cccc(F)c3)N4)CC2)c1C (stereo not given) ?
TEAD-YAP block: -5; GPR151 activ: 1.0; FBW7 act: 0.0; MITF inh: 4

What do the screens show for `COc1ccccc1NC(=O)C(C)Br` (stereo not given)?
TEAD-YAP block: -1; GPR151 activ: 1.4; FBW7 act: 0.0; MITF inh: 16

How did CCOC(=O)c1c(NC(=O)C2CC2)sc(C(=O)Nc2cccc(Cl)c2C)c1C do in these assays?
TEAD-YAP block: -12; GPR151 activ: -0.1; FBW7 act: 0.6; MITF inh: -1

What do the screens show for `CCOC(=O)C1=CN(C(C)C)C=C(C(=O)OCC)C1c1ccc(OC)cc1OC`?
TEAD-YAP block: -1; GPR151 activ: 5.4*; FBW7 act: 0.5; MITF inh: -14

How did COc1cc([N+](=O)[O-])ccc1NC(=O)CN1CCN(C(=O)c2ccco2)CC1 do in these assays?
TEAD-YAP block: 5; GPR151 activ: -0.9; FBW7 act: 0.7; MITF inh: 15

How did CC(=O)c1ccc(NC(=O)c2cnn3cccnc23)cc1 do in these assays?
TEAD-YAP block: -11; GPR151 activ: 1.7; FBW7 act: 0.0; MITF inh: 13

What do the screens show for `CCCCOCC(O)CN1CCN(CCN2C(=O)c3cccc4cccc(c34)C2=O)CC1` (stereo not given)?
TEAD-YAP block: -8; GPR151 activ: -0.7; FBW7 act: -0.1; MITF inh: -1

How did CC(C)=CCN1CCN(c2ccc(C(C)C)cc2)C1=O do in these assays?
TEAD-YAP block: -121; GPR151 activ: 2.8; FBW7 act: 0.7; MITF inh: -1

How did Cc1ccc2nsnc2c1S(=O)(=O)N1CCN(C23CC4CC(CC(C4)C2)C3)CC1 do in these assays?
TEAD-YAP block: 6; GPR151 activ: 0.4; FBW7 act: -0.1; MITF inh: -9

Results for O=C(/C=C/c1ccco1)c1ccc(Cl)cc1Cl ?
TEAD-YAP block: 1; GPR151 activ: -0.9; FBW7 act: -0.1; MITF inh: 10

How did O=C(O)CNC(=O)c1c(F)cccc1Cl do in these assays?
TEAD-YAP block: 8; GPR151 activ: 0.4; FBW7 act: 0.1; MITF inh: 0

How did CCCOc1ccc(OC(=O)c2sc3ncn(Cc4ccccc4F)c(=O)c3c2C)cc1 do in these assays?
TEAD-YAP block: -8; GPR151 activ: 0.6; FBW7 act: -0.1; MITF inh: -1

Results for N#CCCC(C#N)(CCC#N)c1nc2ccccc2[nH]1 ?
TEAD-YAP block: 11; GPR151 activ: 1.1; FBW7 act: -0.1; MITF inh: 2

How did CCOC(=O)N1CCN(c2ccc(O)cc2)CC1 do in these assays?
TEAD-YAP block: -1; GPR151 activ: -0.7; FBW7 act: 0.4; MITF inh: 17

Results for Cc1nc(CC(=O)N2CCCC(C(=O)c3ccc(Cl)cc3C)C2)cs1 (stereo not given) ?
TEAD-YAP block: 9; GPR151 activ: 0.0; FBW7 act: -0.1; MITF inh: 3

How did COC(=O)c1ccc(NC(=O)COc2ccc(S(=O)(=O)NC(C)C)cc2)cc1 do in these assays?
TEAD-YAP block: -3; GPR151 activ: 1.5; FBW7 act: 0.0; MITF inh: -2

What do the screens show for `Cc1cc2c(cc1S(=O)(=O)CCC(=O)Nc1cccc(Cl)c1)OCC(=O)N2`?
TEAD-YAP block: 1; GPR151 activ: 0.2; FBW7 act: -0.3; MITF inh: -5

Results for CC(NC(=O)c1ccc(NC(=O)C2COc3ccccc3O2)cc1)c1ccccc1 (stereo not given) ?
TEAD-YAP block: -5; GPR151 activ: 0.8; FBW7 act: 0.0; MITF inh: -1

Results for CC1=CCC(C(=O)O)C(C(=O)Nc2ccc(-c3nc4ccc(C)cc4s3)cc2)C1 (stereo not given) ?
TEAD-YAP block: 59*; GPR151 activ: -3.0; FBW7 act: 0.0; MITF inh: -12

Results for O=C(Nc1ccc2nc(-c3cccnc3)[nH]c2c1)C1CCCCC1 ?
TEAD-YAP block: -6; GPR151 activ: -1.3; FBW7 act: 0.8; MITF inh: 18

What do the screens show for `CC(C)c1ccc2oc(-c3ccc(NC(=O)c4ccccc4F)cc3)nc2c1`?
TEAD-YAP block: -10; GPR151 activ: -0.7; FBW7 act: -0.1; MITF inh: -9

Results for CN(CCCNC(=O)c1cc(-c2ccncc2)nc2ccccc12)Cc1ccccc1 ?
TEAD-YAP block: -4; GPR151 activ: -0.7; FBW7 act: -0.1; MITF inh: 11

What do the screens show for `CCOC(=O)C1=C(C)N=c2s/c(=C\c3ccc(OCc4ccc(Cl)cc4Cl)c(OCC)c3)c(=O)n2C1c1ccc(N(C)C)cc1` (stereo not given)?
TEAD-YAP block: -2; GPR151 activ: 0.7; FBW7 act: -0.1; MITF inh: 3

Results for COc1ccc(CCN/C(C)=C/C(=O)Nc2ccc(Cl)cc2)cc1 ?
TEAD-YAP block: -1; GPR151 activ: 0.6; FBW7 act: -0.1; MITF inh: -2

Results for CCCCCCc1cc2c3c(c(=O)oc2cc1OC(C)C(=O)O)CCC3 (stereo not given) ?
TEAD-YAP block: 4; GPR151 activ: 0.1; FBW7 act: 0.3; MITF inh: 0

Results for NNc1nc(NN)c2c3c(sc2n1)CCC3 ?
TEAD-YAP block: -11; GPR151 activ: -0.6; FBW7 act: -0.5; MITF inh: -6

How did Clc1ccc(-c2ccc(C3CC(c4ccccc4)=NN3c3ccccc3)o2)cc1 (stereo not given) do in these assays?
TEAD-YAP block: -2; GPR151 activ: -1.5; FBW7 act: 0.1; MITF inh: -15

What do the screens show for `Clc1ccc(CN2C3=NCCCN3c3ccccc32)c(Cl)c1`?
TEAD-YAP block: 9; GPR151 activ: -1.4; FBW7 act: 0.2; MITF inh: -5

What do the screens show for `O=C(c1cccc(Cl)c1)N1CCN2C(=O)[C@@H]3CSCN3C(=O)[C@H]2C1`?
TEAD-YAP block: -7; GPR151 activ: -0.7; FBW7 act: 0.1; MITF inh: 6

How did CC(OC(=O)[C@@H](NC(=O)Cc1ccccc1)C(C)C)C(=O)NC(N)=O (stereo not given in full) do in these assays?
TEAD-YAP block: 0; GPR151 activ: 1.2; FBW7 act: -0.1; MITF inh: -3

What do the screens show for `O=C(O)c1ccc(/C=C/c2nc(O)c([N+](=O)[O-])c(=O)[nH]2)cc1`?
TEAD-YAP block: -6; GPR151 activ: -1.0; FBW7 act: -0.1; MITF inh: -4

How did Cc1n[nH]c(C)c1S(=O)(=O)N1CCCCC1 do in these assays?
TEAD-YAP block: -1; GPR151 activ: 1.1; FBW7 act: 0.0; MITF inh: 2

How did O=C(NC(=S)N1CCCc2ccccc21)c1ccccc1 do in these assays?
TEAD-YAP block: 10; GPR151 activ: 1.3; FBW7 act: -0.1; MITF inh: -4

What do the screens show for `COc1cc(OC)c(NC(=O)Cn2cnc3sc(C)c(C)c3c2=O)cc1Cl`?
TEAD-YAP block: -5; GPR151 activ: -0.7; FBW7 act: -0.1; MITF inh: -2

How did O=C(Nc1c(Cl)cccc1Cl)C1C2CC/C=C\CC/C=C/CCC21 (stereo not given) do in these assays?
TEAD-YAP block: -3; GPR151 activ: -0.3; FBW7 act: -0.1; MITF inh: 11

What do the screens show for `Cc1ccc(-c2ncn(-c3ccc(Nc4nccc(-c5ccc(NS(C)(=O)=O)cc5)n4)cc3)n2)cn1`?
TEAD-YAP block: -5; GPR151 activ: 0.4; FBW7 act: -0.1; MITF inh: 14

How did Cc1cccc(C(=O)Nc2ccc(-c3ccc(N4CCN(C)CC4)nn3)cc2)c1 do in these assays?
TEAD-YAP block: -39; GPR151 activ: -0.8; FBW7 act: 0.2; MITF inh: -7

What do the screens show for `NS(=O)(=O)c1ccc(NC(=O)Cc2ccc([N+](=O)[O-])cc2)cc1`?
TEAD-YAP block: 4; GPR151 activ: -1.4; FBW7 act: 0.0; MITF inh: 16

What do the screens show for `O=C(Nc1ccc2oc(-c3cccc(Cl)c3)nc2c1)c1ccc2c(c1)OCCO2`?
TEAD-YAP block: -10; GPR151 activ: 0.4; FBW7 act: 0.2; MITF inh: 17

What do the screens show for `CC1CCCN(C(=O)c2ccc(F)cc2)C1` (stereo not given)?
TEAD-YAP block: 6; GPR151 activ: -0.2; FBW7 act: 0.2; MITF inh: 11

How did CS(=O)(=O)NCCc1nc(-c2ccccc2)cs1 do in these assays?
TEAD-YAP block: 2; GPR151 activ: -0.3; FBW7 act: -0.1; MITF inh: 10

What do the screens show for `CN(C)c1ccc(NC(=O)c2ccc(Br)cc2)cc1`?
TEAD-YAP block: -47; GPR151 activ: 0.1; FBW7 act: 0.0; MITF inh: 4

What do the screens show for `CN1C(=O)/C(=C/c2ccc(N3CCCC3)cc2)SC1=S`?
TEAD-YAP block: -9; GPR151 activ: 0.0; FBW7 act: 0.0; MITF inh: 2

How did O=C(/C=C/c1ccc([N+](=O)[O-])cc1)OC/C=C/Cl do in these assays?
TEAD-YAP block: -16; GPR151 activ: 0.6; FBW7 act: -0.5; MITF inh: 9

What do the screens show for `CCOC(=O)c1[nH]c(C)c(C(=O)NC(C)CCc2ccccc2)c1C` (stereo not given)?
TEAD-YAP block: 4; GPR151 activ: 0.0; FBW7 act: -0.1; MITF inh: -13

What do the screens show for `O=C(Nc1nc(-c2ccc3c(c2)OCCO3)cs1)c1ccc([N+](=O)[O-])s1`?
TEAD-YAP block: -27; GPR151 activ: -10; FBW7 act: -0.1; MITF inh: 7

Results for O=C(Cc1ccc(F)cc1)Nc1nc(-c2cc3ccccc3o2)cs1 ?
TEAD-YAP block: -12; GPR151 activ: 1.8; FBW7 act: -0.3; MITF inh: -15

What do the screens show for `CCCC1(C2CCN(Cc3ccc(CO)o3)CC2)NC(=O)N(CCc2ccccn2)C1=O` (stereo not given)?
TEAD-YAP block: 7; GPR151 activ: -0.3; FBW7 act: 0.0; MITF inh: 13

How did N#C/C(=C\c1cccc(O)c1)C(=O)NCc1ccco1 do in these assays?
TEAD-YAP block: -16; GPR151 activ: 1.6; FBW7 act: -0.1; MITF inh: 3

What do the screens show for `CC(=O)Nc1ccc(S(=O)(=O)N(C#N)c2nc(N(C)C)nc(N(C)C)n2)cc1`?
TEAD-YAP block: -2; GPR151 activ: 0.1; FBW7 act: 0.1; MITF inh: 12

How did CCOC(=O)N1CCc2c(sc(NC(=O)c3ccc(S(=O)(=O)N4CCCCCC4)cc3)c2C(N)=O)C1 do in these assays?
TEAD-YAP block: -2; GPR151 activ: 1.4; FBW7 act: 0.0; MITF inh: -7

How did Cc1ccc(C(C)(C)C)cc1S(=O)(=O)N1CCN(c2ncccn2)CC1 do in these assays?
TEAD-YAP block: 5; GPR151 activ: -1.6; FBW7 act: 0.6; MITF inh: 10
